Screening results (PubChem)
West Nile antiviral – inhibition of WNV-induced cytopathic effect – cell-based, CPE readout (AID 1621); West Nile virus-infected cells, CPE inhibition; higher % means a stronger effect; hit rate 0.02% among 290,000; CPE inhibition, % at 10 µM; hits with a dose series show IC50 in µM; in the data active = a potency from the dose series; inconclusive = CPE inhibition mostly from about 3.7% at the one dose, without a potency; inactive = the rest, 99 in 100 with CPE inhibition below about 2.2%; also: strong numbers were not always called active
Dengue-2 NS5 capping – Dengue-2 NS5 methyltransferase inhibitors, primary screen, biochemical, confirmation dose response (AID 588689) | Dengue-2 NS5 methyltransferase capping enzyme assay, biochemical; higher % means a stronger effect | inhibition, % at 25 µM, or IC50 in µM where a hit was titrated | hit rate 0.3% among 340,000; in the data active = a potency from the dose series; inconclusive = inhibition above about 29% without an active follow-up result
MgcRacGAP inhibition – MgcRacGAP GTPase-activating activity inhibitors, confirmation, biochemical, ADP Hunter fluorescence; hit rate 0.6% among 340,000; MgcRacGAP-stimulated Rac1 GTP hydrolysis, ADP Hunter fluorescence; higher % means a stronger effect; GST-tagged Rac1 F28L mutant substrate; AID 624330; one-dose inhibition, % at 30 µM; IC50 in µM for titrated hits;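 active = first-screen hits whose inhibition reached a set limit at any dose in the follow-up dose series; inconclusive = inhibition above the set first-screen limit but never retested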;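 also: fluorescence reports GDP produced by GAP-driven GTP hydrolysis; strong numbers were not always called active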
Large T inhibition – TAg ATPase/helicase activity blockers – biochemical (AID 1903). SV40 large T antigen ATPase/helicase inhibition assay; higher % means a stronger effect. hit rate 0.39% among 310,000. inhibition, % at 20 µM, or IC50 in µM where a hit was titrated; in the data active = a potency from the dose series; inconclusive = inhibition mostly from about 32% at the one dose, without a potency; inactive = the rest, 99 in 100 with inhibition below about 32%; also: strong numbers were not always called active
T cell modulator – T cell immune modulation candidate. 2C CD8+ T cell-vesicle binding, flow cytometry; stronger effect = lower value. hit rate 0.068% among 330,000. AID 2052. calls only at 7 µM;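 active = response, share of CD8 T cells binding vesicles, and their 90th percentile fluorescence all below set limits, cut at about 80% in these data, passing the limit was not always enough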
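incubation = binding step 1.5 h, 37 °C, antibody labelling 20 min, ice | test system = 2C mouse CD8+ T cells | read-out basis = percent CD8+ FL2 mean versus row control | controls = Peptide-free naked vesicles (low) and QL9 vesicles with 0.7% DMSO vehicle (high) | detection = flow cytometry of vesicle-bound cells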
PhoP inhibition – inhibitors of PhoP regulon expression, primary screen, Salmonella Typhimurium, GFP reporter (AID 1863); inhibition, % at 50 µM; hits with a dose series show IC50 in µM; S. Typhimurium PhoP-regulated promoter GFP reporter, 4 h; higher % means a stronger effect; hit rate 0.16% among 300,000;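 active = inhibition over 29.93%, a cutoff 3 SD above the screen mean, later confirmed by dose response; inconclusive = inhibition over 29.93% but no dose response follow-up; inactive = inhibition at most 29.93% or unconfirmed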;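 also: 0% = low Mg2+ inducing control and 100% = high Mg2+ repressing control; strong numbers were not always called active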
NTR1 ag – agonists of NTR1, primary screen, imaging, U2OS cells, beta-arrestin-GFP, high content (AID 493036); NTR1-U2OS beta-arrestin-GFP spot imaging, agonist mode; activation, % at 20 µM; hit rate 0.17% among 330,000;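 active = activation at or above 40% of the spot to cytoplasm intensity ratio, with at least 20 cells analyzed; inconclusive = wells under 20 cells, flagged as cytotoxic or low count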;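 also: 0% = DMSO without peptide and 100% = 100 nM NTR1 peptide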
Target sequence (P30989 whole entry, looked up): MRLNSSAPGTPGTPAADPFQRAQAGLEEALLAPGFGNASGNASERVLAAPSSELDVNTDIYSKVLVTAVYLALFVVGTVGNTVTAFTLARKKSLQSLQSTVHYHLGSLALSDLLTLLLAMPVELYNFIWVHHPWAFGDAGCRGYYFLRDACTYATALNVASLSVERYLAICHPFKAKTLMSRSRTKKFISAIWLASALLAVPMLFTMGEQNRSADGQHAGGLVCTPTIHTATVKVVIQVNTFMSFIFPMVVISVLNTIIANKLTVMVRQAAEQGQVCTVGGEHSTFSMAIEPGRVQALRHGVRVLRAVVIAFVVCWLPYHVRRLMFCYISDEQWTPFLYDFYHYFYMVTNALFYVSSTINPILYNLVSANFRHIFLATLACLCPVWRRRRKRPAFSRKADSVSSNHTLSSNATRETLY
UTI89 phage lysis – protection from phage-mediated lysis, alamar blue read-out – E. coli UTI89, K1F phage, bacterial capsule biogenesis inhibitors (AID 488966). one-dose inhibition, % at 100 µM; IC50 in µM for titrated hits. hit rate 0.02% among 340,000. E. coli UTI89 K1F phage lysis, alamar blue, 2 h; higher % means a stronger effect;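 active = phage lysis inhibition, versus mean bacterial control, above a set limit; inconclusive = no clear call, values can overlap the other calls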;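 also: capsule biogenesis inhibitors block K1F phage lysis so surviving cells raise fluorescence; higher fluorescence means more inhibition of phage lysis; actives were called in the ten point dose series up to 300 µM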
RSV CPE inhibition – inhibition of RSV-induced cytopathic effect – HEp-2 cells, primary 10 µM value included (AID 2391); CPE inhibition, % at 10 µM, or IC50 in µM where a hit was titrated; HEp-2 cells, RSV-induced CPE inhibition; higher % means a stronger effect; hit rate 0.13% among 310,000; in the data active = a potency from the dose series; inconclusive = CPE inhibition mostly from about 23% at the one dose, without a potency; inactive = the rest, 99 in 100 with CPE inhibition below about 21%; also: strong numbers were not always called active
T cell modulator vesicle-bound % – recorded beside T cell modulator, whose call it bears; double positive events, %; measured here: CD8+ vesicle-bound cell fraction;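 binding gate set so that unloaded-vesicle control wells show 10% double positive cells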
NTR1 ag cell count 20 µM – further read-out of NTR1 ag, marked with its call; cell count; measured here: cell count, cytotoxicity flag
Dengue-2 NS5 capping pilot replicate – also measured in Dengue-2 NS5 capping; calls as there; inhibition, %; measured here: pilot screen replicate inhibition
Starred values were filed as active, the others as inactive; i = inactive; ? = inconclusive; . = not tested or not shown; [ ] = dose if it differs, or a comment.

SMILES | West Nile antiviral | Dengue-2 NS5 capping | MgcRacGAP inhibition | Large T inhibition | T cell modulator | T cell modulator vesicle-bound % | PhoP inhibition | NTR1 ag | NTR1 ag cell count 20 µM | UTI89 phage lysis | RSV CPE inhibition | others
Cc1cc(C)n2nc(SC3CCCCN(C(=O)c4ccc(F)cc4)C3=O)nc2n1 (centres undefined) | 0.0% | 3% | 0% | 8% | i | 44 | 0% | -0.9 | 82 | -1.4% | 2.9%
CCCN1C(=O)/C(=C/c2nc3ccccc3c(=O)[nH]2)c2cc(C)ccc21 | 0.3% | -8% | 1% | 5% | i | 31 | -4% | 16 | 58 | 0.6% | -0.1%
CCOc1ccc(NS(=O)(=O)c2ccc(C(=O)N(C)CCc3ccc(OC)c(OC)c3)cc2)cc1 | -1.0% | 0% | 2% | 15% | i | 28 | -7% | 1.9 | 67 | 0.0% | 6.2%
CC(=O)Nc1ccc(SC(C)C(=O)NC2CCCC2)cc1 (centres undefined) | -0.2% | 0% | -2% | 1% | i | 25 | -2% | 1.1 | 49 | 0.2% | -0.2%
CCOc1ccc(-c2cccc(NC(=O)COc3ccc(Cl)cc3)c2)nn1 | 0.4% | -5% | 8% | 12% | i | 4 | 18% | 8.0 | 56 | 0.3% | 6.2%
CCOC(=O)c1cnn(-c2cc(Oc3cccc(C)c3)ncn2)c1N | -0.1% | -4% | -4% | 3% | i | 61 | -8% | -0.7 | 41 | -0.5% | 2.1%
Cc1cccc(NC(=O)NCC(c2ccco2)N2CCCCC2)c1 (centres undefined) | -0.8% | -15% | 5% | 5% | i | 30 | 5% | 0.5 | 38 | -0.6% | -0.7%
Cc1nn(Cc2ccccc2)c(C)c1NC(=O)c1cc(-c2ccc3c(c2)OCO3)on1 | -0.3% | -2% | 0% | 9% | i | 52 | -11% | 0.2 | 73 | 13% | -0.8%
Cc1cccc(C)c1OCC(=O)Nn1c(C)nc2ccccc2c1=O | 1.8% | 4% | 11% | 16% | i | 21 | 5% | 0.3 | 34 | 0.0% | 0.1%
CC(=O)Nc1ccc(Oc2cnc3ccccc3n2)cc1 | 1.9% | -9% | 7% | 11% | i | 61 | -4% | -2.3 | 84 | 0.5% | 2.0% | Dengue-2 NS5 capping pilot replicate=-3.0
Cc1oncc1C(=O)N1CCCC(CO)(Cc2ccc(F)cc2F)C1 (centres undefined) | 0.2% | -10% | 8% | 10% | i | 15 | -11% | 0.0 | 65 | 0.2% | 0.4%
CCOC(=O)C1CCCN(C(=O)CSc2ccc(Br)cc2)C1 (centres undefined) | 0.0% | 11% | 5% | 9% | i | 56 | -3% | 0.5 | 50 | -0.8% | 1.2%
CCNc1nc(NCC)nc(SCC(C)=O)n1 | -0.6% | -7% | -1% | 6% | i | 33 | 1% | -0.1 | 100 | 0.3% | -0.4%
Cc1ccc(C(=O)Nc2ccc3c(c2)OCCO3)c(Cl)c1 | 0.2% | 1% | 10% | 2% | i | 57 | -7% | -1.4 | 40 | 0.2% | 1.6%
CC(C)CCNC(=O)C1CCCN(S(=O)(=O)c2ccc(F)cc2)C1 (centres undefined) | -0.4% | -7% | 14% | 1% | i | 23 | -3% | 0.9 | 37 | 0.4% | 3.7%
CCN(CC(=O)Nc1ccc(NC(C)=O)cc1)C(=O)CCCOc1ccc(C(C)(C)C)cc1 | . | 1% | 5% | 14% | i | 41 | 5% | 1.4 | 52 | -1.3%[50 µM] | 1.9%
O=c1[nH]c(/C(=N\O)c2ccccc2)no1 | -0.2% | 1% | 14% | 8% | i | 54 | -13% | 0.0 | 47 | 1.1% | 0.8%
Nc1ccc(CCc2ccc(N)cc2)cc1 | . | -1% | 14% | 25% | i | 46 | . | 0.1 | 40 | 0.8% | .
O=C(COc1ccc(S(=O)(=O)NC2CCCCC2)cc1)NC1CC1 | -0.7% | -1% | 4% | -6% | i | 19 | 4% | -0.4 | 63 | 0.0% | 0.0%
O=C(NCCNc1ccc([N+](=O)[O-])cc1)c1cc(F)c(F)cc1Cl | . | . | . | 4% | i | 58 | . | -0.3 | 42 | . | 1.7%
CCc1c(O)nc(SC2CC(=O)N(c3ccc(F)c(Cl)c3)C2=O)[nH]c1=O (centres undefined) | -0.9% | -7% | 10% | 10% | i | 45 | -3% | -0.1 | 66 | 0.2% | 1.8%
COc1ccc(-c2nn(C)c(=O)c3ccccc23)cc1NC(=O)Cn1nc(-c2ccccc2)c2ccccc2c1=O | ? | -3% | 6% | 4% | i | 63 | 6% | 1.9 | 104 | 0.1% | 15%
O=[N+]([O-])c1nn(-c2ccc(Cl)cc2)n(O)c1=NCc1ccccc1 | -1.1% | -2% | 13% | 1% | i | 47 | 4% | 3.4 | 66 | 0.3% | ?
Cn1ncc([N+](=O)[O-])c1C(=O)Nc1ccc(-c2nc3ccccc3[nH]2)cc1 | 2.2% | -3% | 8% | -9% | i | 10 | 9% | 1.4 | 57 | 3.9% | 0.8%
CCCCCN1CC(=O)N2[C@@H](Cc3c([nH]c4ccccc34)C2(C)C)C1=O | -1.4% | -12% | 0% | 5% | i | 55 | 0% | 4.8 | 80 | 0.4% | 2.2%
N#Cc1ccc(CSc2nnc(NC(=O)C3CC(=O)N(c4ccc5c(c4)OCCO5)C3)s2)cc1 (centres undefined) | -0.5% | 6% | -1% | 6% | i | 4 | 4% | -0.1 | 94 | 1.6% | 11%
CCOC(=O)N/N=C\c1cccc(OC)c1OC/C=C/c1ccccc1 | -0.6% | -2% | 2% | 9% | i | 69 | 1% | 3.6 | 84 | 0.2%[50 µM] | 4.5%
CN(C)S(=O)(=O)Oc1cccc(C(=O)Nc2ccccc2Cl)c1 | -0.4% | 1% | 4% | 7% | i | 30 | 11% | -1.8 | 81 | 0.0% | 5.9%
COc1ccc(S[C@@H](CCN2CC[C@H](NC(=O)OCc3ccccc3)CCC2=O)c2ccccc2)cc1 | . | -2% | 3% | . | i | 55 | . | 2.4 | 64 | 0.0% | .
Cc1ccn2c(=O)c(C(=O)NCCCN3CCCCC3C)c(O)nc2c1 (centres undefined) | -0.4% | -3% | 8% | 12% | i | 25 | -4% | 0.0 | 54 | 0.3% | 2.8%
COc1cccc(CNC(=S)NC2CC2)c1 | 0.4% | -2% | 14% | 13% | i | 26 | -5% | 0.0 | 31 | -1.1% | 2.3%
Cc1cc(NC(=O)CSc2ccc(-c3cccc([N+](=O)[O-])c3)nn2)no1 | 0.5% | 5% | 10% | 17% | i | 46 | 3% | 1.5 | 47 | 0.2% | 2.0%
CCOCc1cc(C2NC(=O)NC(C)=C2C(=O)OCC)ccc1OC (centres undefined) | -0.2% | -3% | 4% | 0% | i | 46 | 9% | 0.4 | 50 | 0.0% | 0.7%
O=C(N/C(=C/C=C\c1ccccc1)C(=O)N1CCOCC1)c1ccc(Br)cc1 | -1.1% | -2% | 12% | 9% | i | 41 | -10% | 2.9 | 54 | 0.7% | 5.9%
CSc1n[nH]c(=O)n1C1CCCCC1 | 0.0% | 1% | 6% | 12% | i | 33 | -13% | 0.1 | 48 | -0.1% | 1.2%
COc1ccc(CNC(=O)COc2ccc(Br)c(C)c2)cc1 | 0.6% | 4% | 10% | 1% | i | 21 | 14% | -0.1 | 98 | 0.7%[50 µM] | 0.2%
CCCCC1CN2CCc3c([nH]c4ccccc34)C2(C)C1 (centres undefined) | -0.9% | -2% | 1% | 8% | i | 63 | 0% | 0.4 | 50 | 0.0% | 1.4%
COc1ccc(N2CCN(C3CCCN(C(=O)c4ccoc4)C3)CC2)cc1 (centres undefined) | 0.3% | -3% | 28% | 36% | i | 13 | 10% | -0.9 | 57 | 0.9%[50 µM] | -0.6%
O=C(COC(=O)[C@@H]1CCCN1S(=O)(=O)c1ccccc1F)NCc1ccc2c(c1)OCO2 | . | -5% | 3% | . | i | 34 | . | 2.5 | 63 | 0.6%[50 µM] | 0.0%
CCOc1ccc(CCNC(=O)C2CC(=O)N(c3ccc4c(c3)OCCO4)C2)cc1OCC (centres undefined) | . | 2% | 6% | 20% | i | 36 | 2% | 0.3 | 55 | 1.3%[50 µM] | -1.4%
COc1cccc(C(=O)NC(=O)Nc2nc(C)cc(C(F)(F)F)n2)c1 | -0.1% | -7% | 6% | 3% | i | 7 | -11% | 2.8 | 52 | 0.6% | 3.4%
O=C(Nc1cccc(-n2cnnn2)c1)c1cccs1 | -0.5% | -3% | 0% | 7% | i | 17 | 6% | -0.9 | 71 | 0.5% | 0.5%
O=C(CCc1ccccc1)Nc1nc2n(n1)C(c1ccc(Cl)cc1)CC(=O)N2 (centres undefined) | -0.1% | 7% | 7% | 6% | i | 36 | -3% | 0.1 | 41 | -0.1% | .
CN(c1ccccc1)S(=O)(=O)c1cc(Cl)ccc1Cl | . | 8% | 3% | 6% | i | 52 | 1% | -1.2 | 89 | -0.3% | -0.1%
CCN1C(=O)[C@@H]2[C@@H](c3ccc(-c4cccc(Cl)c4)cc3)N3CCC[C@@]3(C(=O)OC)[C@@H]2C1=O | . | -6% | 0% | 5% | i | 18 | -6% | -1.2 | 70 | -0.2% | -0.5%
Cc1ccc(C)c(N2CCN(C(=O)CCc3nc(-c4ccc(F)cc4)no3)CC2)c1 | . | -1% | 9% | . | . | . | . | -0.1 | 64 | -0.3% | .
O=C(COC(=O)c1ccc(Cl)nc1)Nc1cccnc1Cl | . | -2% | -1% | 8% | i | 52 | -7% | 0.0 | 80 | 1.5%[50 µM] | -2.2%
CCN(CC)S(=O)(=O)c1ccc(NC(=O)Cc2cccs2)cc1 | 0.2% | -8% | 4% | 8% | i | 25 | 2% | 0.5 | 30 | i | 3.2%
